Assay outcomes: PubChem, Sanford-Burnham Center for Chemical Genomics
tim10-1 inh: growth inhibitors of tim10-1 mutant yeast, primary screen, luminescence, uHTS | S. cerevisiae tim10-1 ts strain growth, BacTiter-Glo, 24 h | inhibition, % at 20 µM | hit rate 2.2% among 330,000 | AID 463190, 2010;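 active = inhibition of at least 40%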;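 note: mutant grown at 25 °C; 0% = DMSO wells with yeast and 100% = wells holding no yeast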
APOBEC3A inh: APOBEC3A ssDNA deaminase inhibitors, primary screen, selectivity assay for APOBEC3G inhibitor project, biochemical, FAM/TAMRA oligo cleavage fluorescence; DNA dC->dU-editing enzyme APOBEC-3A (Homo sapiens), P31941; recombinant A3A, FAM/TAMRA ssDNA deamination fluorescence; inhibition, % at 20 µM; hit rate 0.41% among 330,000; AID 493011, 2011;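 active = at least 40% inhibition at 20 µM here, with at most 30% in a related deaminase screen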;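 note: plate controls were A3A with DMSO for no effect and wells lacking A3A enzyme for full effect; some results filed as inactive read as strong as hits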
hIAP block: human IAP inhibitors, primary screen, biochemical, luminescence, uHTS. Intestinal-type alkaline phosphatase (Homo sapiens), P09923. purified IAP, CDP-Star luminescence, 30 min. inhibition, % at 10 µM. hit rate 0.12% among 330,000. AID 2544, 2010;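 active = inhibition reaching a set limit with compound at 10 µM in the primary screen, cut at about 35% in these data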;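 note: plate controls were DMSO wells with enzyme for no effect and no-enzyme buffer wells for full effect; values of inactives mirror those of a sister screen read the other way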
Target sequence (P09923 whole entry, looked up): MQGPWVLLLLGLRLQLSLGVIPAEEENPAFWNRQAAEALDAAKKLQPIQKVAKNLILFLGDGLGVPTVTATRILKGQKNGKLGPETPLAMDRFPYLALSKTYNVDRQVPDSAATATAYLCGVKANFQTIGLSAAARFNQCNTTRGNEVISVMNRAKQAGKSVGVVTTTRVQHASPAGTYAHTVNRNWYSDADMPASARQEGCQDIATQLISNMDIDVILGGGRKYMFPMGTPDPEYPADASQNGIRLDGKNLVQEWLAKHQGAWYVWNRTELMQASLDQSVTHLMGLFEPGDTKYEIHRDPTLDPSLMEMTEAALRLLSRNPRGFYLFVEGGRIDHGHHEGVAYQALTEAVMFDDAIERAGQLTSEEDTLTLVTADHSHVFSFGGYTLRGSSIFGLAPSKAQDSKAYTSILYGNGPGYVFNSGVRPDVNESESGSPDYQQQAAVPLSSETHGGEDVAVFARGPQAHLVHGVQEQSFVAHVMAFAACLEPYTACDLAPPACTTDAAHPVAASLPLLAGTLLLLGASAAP
TIM10 inh: growth inhibitors of isogenic TIM10 control yeast, primary screen, counter-screen for tim10-1 yeast inhibitor project, luminescence, uHTS. S. cerevisiae TIM10 strain growth, BacTiter-Glo luminescence, 24 h. inhibition, % at 10 µM. hit rate 1.4% among 330,000;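 active = inhibition of 40% or more at the single tested concentration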;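 note: wild-type TIM10 isogenic control strain grown at permissive 25 °C; 0% = DMSO yeast wells and 100% = minimal medium wells without yeast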
mIAP activ: activators of mouse IAP, primary screen, biochemical, luminescence, uHTS; intestinal alkaline phosphatase [Mus musculus]; muIAP, CDP-Star luminescence, 30 min; stronger effect = higher value; 1 = vehicle-only enzyme signal, 0 = enzyme-free wells; activation factor at 10 µM; hit rate 0.24% among 330,000;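 active = activation factor of at least 2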; note: the source names both 10 and 20 µM as test concentration; values of inactives mirror those of a sister screen read the other way
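Assay system: mouse IAP enzyme; Reagent: CDP-Star chemiluminescent phosphatase substrate; Compound: DMSO-dissolved test compounds; Incubation: 30 min, room temperature; Technique: luminescence from enzymatic CDP-Star hydrolysis; Controls: DMSO-only wells and no-enzyme negative control.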
mIAP block: inhibitors of mouse IAP, primary screen, biochemical, luminescence, uHTS; intestinal alkaline phosphatase [Mus musculus]; hit rate 0.2% among 330,000; inhibition, % at 10 µM; purified mouse IAP, CDP-Star luminescence, 30 min; AID 2806, 2010;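 active = inhibition of at least 40% at 10 µM in the primary screen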;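 note: plate controls were DMSO with enzyme for no effect and no enzyme wells for full effect; values of inactives mirror those of a sister screen read the other way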
NLRP3 yeast inh: NALP3 inflammasome inhibitors in reconstituted yeast, primary screen, luminescence, uHTS; Yeast reconstituted NLRP3/ASC/caspase-1, beta-gal luminescence, 24 h; hit rate 0.39% among 330,000; inhibition, % at 10 µM; AID 2825, 2010;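 active = inhibition of 50% or more; inactive = inhibition below 50%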;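 note: plate controls were induced DMSO wells for no effect and uninduced yeast grown without galactose for full effect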
MIN6 prolif: inducers of MIN6 beta-cell proliferation, primary screen, ATP luminescence, uHTS | MIN6 cells proliferation, ATPlite luminescence, 48 h; cells starved in 0.2% serum; 100% = growth in 10% serum | proliferation, % at 10 µM | hit rate 0.29% among 330,000 | AID 2380, 2010;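 active = compounds whose signal lies at least 3.5 SD above the mean of all wells on their plate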;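 note: 0% = DMSO-treated cells in low-serum medium and 100% = 10% serum control; some compounds called inactive have numbers as strong as hits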
A3G deaminase: APOBEC3G DNA deaminase inhibitors, primary screen, biochemical, fluorescence, single-stranded DNA substrate, uHTS; recombinant A3G, ssDNA deamination FAM/TAMRA fluorescence; inhibition, % at 20 µM; hit rate 0.28% among 330,000; DNA dC->dU-editing enzyme APOBEC-3G (Homo sapiens), Q9HC16;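 active = inhibition of at least 40% at 20 µM, with no more than 30% in the related APOBEC3A deaminase screen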;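 note: plate controls were DMSO wells with A3G for no effect and wells lacking A3G enzyme for full effect; some compounds called inactive have numbers as strong as hits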
Target sequence (Q9HC16 whole entry, looked up): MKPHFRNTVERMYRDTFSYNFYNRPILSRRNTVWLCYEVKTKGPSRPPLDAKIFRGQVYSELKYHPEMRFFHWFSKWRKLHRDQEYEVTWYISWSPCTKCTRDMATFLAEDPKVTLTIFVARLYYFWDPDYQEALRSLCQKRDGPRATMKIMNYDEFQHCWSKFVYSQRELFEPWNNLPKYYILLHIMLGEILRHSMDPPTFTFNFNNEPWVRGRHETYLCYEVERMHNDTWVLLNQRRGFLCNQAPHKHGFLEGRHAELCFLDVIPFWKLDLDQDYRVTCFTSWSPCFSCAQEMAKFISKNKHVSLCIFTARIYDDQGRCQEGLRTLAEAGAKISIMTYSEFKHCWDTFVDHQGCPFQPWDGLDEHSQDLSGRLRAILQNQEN
* hit, by the source's call.

canonical_smiles	tim10-1 inh	APOBEC3A inh	hIAP block	TIM10 inh	mIAP activ	mIAP block	NLRP3 yeast inh	MIN6 prolif	A3G deaminase
CCCCCn1c(=O)[nH]c2cc(C(=O)NCCCN3CCC(C)CC3)ccc2c1=O	13	-3	3	-14	0.9	10	-8	-5	-4
O=C(Nc1ccc(CN2CCOCC2)cc1)c1cccs1	8	3	3	1	0.93	7	7	-3	-2
CCOC(=O)N/N=C(\c1ccccc1)C(O)c1ccccc1 (stereo not drawn)	16	-2	0	-14	1	-1	-17	-4	-5
Cc1nc2ccc(NC(=O)c3cc(S(=O)(=O)N4CCOCC4)ccc3C)cc2s1	6	2	-10	10	0.99	1	-4	-2	-4
Cc1nc(SCC(=O)NC2CCS(=O)(=O)C2)c2c(C)c(C)sc2n1 (stereo not drawn)	5	-4	-12	6	1.1	-12	4	3	-3
C[C@H](NC(=O)c1nc[nH]c1C(=O)N1CCc2ccccc2C1)c1ccccc1	18	-1	-20	10	0.94	6	18	-4	-12
O=C(CCCOC(=O)c1ccc(O)cc1)c1ccccc1	-40	-2	-5	-5	0.94	6	20	-2	-7
COC(=O)c1ccccc1NC(=O)Cc1ccccc1OC	10	23	16	18	1	-3	19	2	-3
CCOC(=O)N1CCN(c2c(NCCCN(C)c3ccccc3)c(=O)c2=O)CC1	7	-7	2	16	0.95	5	2	-1	-8
CC(Sc1nc(-c2ccccc2)cc(C(F)(F)F)n1)C(=O)N1CCCC1 (stereo not drawn)	-9	-1	-25	-14	0.96	4	13	2	-3
N=c1n(CCOc2ccccc2)c2ccccc2n1CCN1CCOCC1	3	-2	5	-7	0.98	2	4	2	-3
COc1ccc(C(=O)NC(=S)SCC(=O)O)cc1	-7	-5	4	-28	0.97	3	8	-3	-5
CN1CCN(C2=Cc3ccccc3Sc3cc(F)c(F)cc32)CC1	38	5	1	17	0.99	1	16	-3	-2
CCOc1ccc(NS(=O)(=O)c2cc(Cl)ccc2OC)cc1	8	-3	8	-18	0.94	6	5	0	-6
CO/N=C(/CS(=O)Cc1ccccc1Cl)c1ccc(Cl)cc1Cl (stereo not drawn)	-10	0	10	-27	1	-1	10	-2	1
O=C(NCCOc1ccccc1)c1ccccc1	5	2	-4	-3	1	-3	32	1	-4
COc1ccccc1C(=O)NNC(=O)Cc1ccccc1	18	-5	-6	14	0.97	3	0	-2	-8
CCCCC1OC23CCCCC2C(C#N)(C(=N)O3)C1(C#N)C#N (stereo not drawn)	19	-3	6	24	0.91	9	3	0	-2
O=C(c1cccs1)N1CCN(C(=O)C2CCCO2)CC1 (stereo not drawn)	0	-2	14	0	0.95	5	-3	3	-3
COc1ccc(S(=O)(=O)/C(C#N)=C/Nc2cccc(OC)c2)cc1	-1	-4	14	27	0.96	4	16	-3	-11
CC(Oc1ccc(Cl)cc1Cl)C(=O)Nc1ccc(N2CCN(C)CC2)cc1 (stereo not drawn)	12	2	-9	9	1	-1	23	-5	2
CCOC(CNC(=O)C(=O)NCC(c1ccco1)N1CCN(c2ccc(OC)cc2)CC1)OCC (stereo not drawn)	-3	-2	2	2	1.1	-9	11	-4	-1
COc1ccccc1N(C)S(=O)(=O)c1ccc(C)c(C(=O)NCc2ccccn2)c1	-2	-6	8	-2	0.92	8	7	4	-9
CSc1nc(-c2ccco2)nn1C(=O)CCc1ccccc1	38	-3	-14	11	1	-3	25	0	-5
Cn1c(=O)c2c(nc(SCC(=O)N3CCCCCC3)n2C)n(C)c1=O	23	-4	-12	-8	1.1	-11	17	-2	-9
COc1ccc([C@H](C)NC[C@H](O)c2ccc(O)c(NC=O)c2)cc1	9	0	6	3	0.91	9	-2	-3	6
CCOc1ccc(CN(C)C(=O)CNC(=O)c2cc(OC)c(OC)c(OC)c2)cc1	20	1	-27	17	0.98	2	17	-5	-7
O=C(O)c1cc(Cl)c(Cl)cc1C(=O)Nc1cccnc1	-3	-2	-6	5	0.99	1	-4	-1	-1
O=C(c1ccc(S(=O)(=O)N2CCCCC2)cc1)N(c1ccccn1)C1CCCCC1	-10	9	-4	-8	0.96	4	15	-1	4
O=C(COc1ccc(S(=O)(=O)Nc2ccccc2)cc1)N1CCOCC1	-27	-4	-5	-8	1.1	-6	24	-1	-8
O=C(NCc1ccco1)c1cc(-c2cccs2)on1	-7	8	-4	-18	1	-3	37	-5	6
CCc1ccc(S(=O)(=O)n2c(C)nc3ccccc32)cc1	-3	-4	-14	6	1	-4	5	-1	6
Cc1cc(OCc2cn3cccnc3n2)ccc1Cl	6	7	4	-15	1	-4	25	0	13
O=c1[nH]c2cccnc2n1Cc1ccccc1	0	-4	6	-6	0.98	2	7	1	-6
CC1(C)C2CCC1(C)C(OC(=O)c1ccc(O)cc1)C2 (stereo not drawn)	40	-1	26	33	0.9	10	27	-6	-8
Cc1cc([N+](=O)[O-])nn1CC(=O)N1CCCc2ccccc21	21	-4	-13	0	0.99	1	9	0	-4
COc1ccc(-c2cc(C(F)(F)F)n3nc(C(=O)N4CCOCC4)c(Cl)c3n2)cc1	-2	4	-12	4	1	0	29	-2	0
CN(CCn1ccnc1)Cc1cn(-c2ccccc2)nc1-c1ccc2c(c1)OCO2	11	-7	-35	12	1.1	-10	3	0	-11
O=C(O)COc1ccc2oc3c(c2c1)CCCC3	-7	-6	-10	-2	0.92	8	5	-3	-5
O=C(Nc1nc2c(s1)CCCC2=O)c1cnccn1	9	4	16	3	0.97	3	13	3	-2
Brc1ccc(C2=CC(c3ccco3)n3ncnc3N2)cc1 (stereo not drawn)	48*	-16	17	37	0.98	2	-2	-1	-20
CCOc1ccc(CCNC(=O)CCc2nc(-c3ccc(C)cc3)no2)cc1OCC	15	-2	-27	4	1.2	-16	10	-2	-6
CN(C)S(=O)(=O)c1ccc(NC(=O)CNc2cc(S(=O)(=O)N3CCCC3)ccc2OCC(F)(F)F)cc1	10	1	-3	-11	1.1	-6	-2	0	-1
O=C(CN1CCN(Cc2ccccc2)CC1)Nc1ccc(S(=O)(=O)N2CCOCC2)cc1	9	-4	10	5	1	0	16	0	-4
CC1(C)CC(NC(=O)CSc2ccccc2)CC(C)(C)N1	-4	3	3	-6	1.1	-5	-6	-4	2
CCC1CCCCN1C(=S)NCc1ccccc1 (stereo not drawn)	8	0	10	6	0.87	13	12	0	2
COc1ccc(S(=O)(=O)CCC(=O)NC2CCCCC2)cc1	13	7	5	-2	1.1	-14	5	-4	3
O=Cc1cn[nH]c1-c1cccc([N+](=O)[O-])c1	10	-4	6	1	0.94	6	7	0	-14
O=C(Cn1cnc2c(nnn2Cc2ccccc2F)c1=O)OCc1ccccc1	11	-1	20	12	1	-1	-5	-3	-7
Cc1ccc(N(CC(=O)N2CCn3c2nc2ccccc23)S(=O)(=O)c2c(C)n[nH]c2C)cc1	14	0	14	8	1.1	-6	-13	1	-9
COc1ccc(S(=O)(=O)CC2(O)CCN(C(=O)C(C)(C)C)CC2)cc1	11	-3	-6	-26	1	-4	-4	-1	-3
CCN(CC)CCNC(=O)c1cc(-c2ccco2)nc2ccccc12	20	-2	9	4	0.96	4	21	0	-3
O=C(c1cccc(Br)c1)c1cn(-c2ccccc2)nc1C(=O)c1ccccc1	26	0	-3	21	0.93	7	10	-5	-1
CC(=O)Nc1ccc(S(=O)(=O)N[C@@H](C)C(=O)OCc2ccc(Cl)cc2)cc1	7	1	11	6	0.89	11	-8	-1	-8
O=C(c1ccc(N2CCOCC2)cc1[N+](=O)[O-])N1CCOCC1	-6	0	-14	7	1.1	-6	15	-3	1
CC(=O)Nc1ccc(N2CCc3c(C)c(C#N)c4nc5ccccc5n4c32)cc1	1	1	-22	-26	1.1	-11	8	-2	-7
O=C(NC(=S)Nc1ccc(N2CCOCC2)cc1)c1ccccc1	28	-3	9	6	0.98	2	32	-2	-5
COc1ccc(C(OC(=O)c2ccco2)C(=O)NC(C)(C)C)cc1 (stereo not drawn)	0	-3	14	11	0.88	12	19	-3	-11
Cc1ccc(S(=O)(=O)N/N=C/c2cc([N+](=O)[O-])ccc2O)cc1[N+](=O)[O-]	9	-5	-2	8	0.88	12	8	-2	-7
CCC(=O)c1ccc(CCCCCC(=O)O)s1	18	7	-7	-12	1	-4	5	0	4

New compounds follow:
canonical_smiles	tim10-1 inh	APOBEC3A inh	hIAP block	TIM10 inh	mIAP activ	mIAP block	NLRP3 yeast inh	MIN6 prolif	A3G deaminase
O=C(COC(=O)CCCN=C1NS(=O)(=O)c2ccccc21)NC(=O)NC1CCCC1	1	2	1	-11	1	-1	-9	0	-10
CCN(CC(=O)NC(C)C)C(=O)C(CCSC)NC(=O)c1ccccc1OC (stereo not drawn)	-1	-1	-14	8	1.1	-12	4	-1	-4
O=C(CCc1ccccc1)Nc1ccnn1C1CCN(C/C=C/c2ccccc2)CC1	-4	-6	-89	-1	1.5	-53	2	-1	-6
CC(C)Cn1c(=O)c2sccc2n2c(CCCC(=O)NC3CCN(Cc4ccccc4)CC3)nnc12	-24	0	13	6	0.94	6	13	0	-4
Cc1ccc(N2CC(NC(=O)C(=O)c3c(C)[nH]c4ccccc34)CC2=O)cc1C (stereo not drawn)	6	1	-7	-4	0.96	4	0	0	-3
CCOC(=O)Nc1nnc(CCc2ccccc2)s1	0	-18	6	1	0.95	5	18	2	-4
C=Cn1cc[n+](CC(=O)c2ccc(OC)c(OC)c2)c1	-1	0	11	-3	1.1	-6	15	1	7
COc1cc2cc(-c3ccc(OC)c(OC)c3C)nc(N)c2cc1OC	10	1	-18	-15	1	-4	7	-4	2
O=C(Nc1ccccc1Cl)Nc1cccnc1Cl	1	1	-8	7	1.2	-22	-12	1	-4
COc1ccc(NS(=O)(=O)c2ccc(-c3n[nH]c(=S)n3Cc3ccccc3)cc2)cc1	-4	1	20	-8	1	-1	16	-3	0
COc1cccc(CNC(=O)C2CCC(=O)N(CC3CCCCC3)C2)c1OC (stereo not drawn)	1	2	-17	-6	0.97	3	11	-2	0
O=C1C[C@@H](c2ccc(O[C@@H]3O[C@H](CO)[C@@H](O)[C@H](O)[C@H]3O)cc2)Oc2cc(O)ccc21	12	-5	-13	4	0.97	3	2	-4	-10
O=C(CSc1nnc(C2COc3ccccc3O2)o1)NC1CCCCC1 (stereo not drawn)	22	1	5	2	0.95	5	15	-3	-4
CC(=O)N(C)c1ccc(NC(=S)NC(=O)/C=C/c2ccco2)cc1	16	-2	-16	16	0.95	5	4	-2	2
